Assay outcomes: PubChem BioAssay, several laboratories
sEH act: increases human soluble epoxide hydrolase activity; P34913; purified human sEH enzymatic activity, activator screen; activation, % at 2 µM; 91,000 tested, 0.04% active; in the data active = activation above about 37%; note: values of inactives mirror those of a sister screen read the other way
Mac1 fbg enh: increases human CD11b/CD18 adhesion to fibrinogen | activation, % at 10 µM | 93,000 tested, 0.07% active | K562 CD11b/CD18 adhesion to fibrinogen, ATPlite luminescence;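 active = 10 µM primary screen giving 50% or more activity, confirmed by 40% or more on retest at that dose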; note: strong numbers were not always called active; reference of the scale not given here
Target sequence (P05107 whole entry, looked up, other chains not shown): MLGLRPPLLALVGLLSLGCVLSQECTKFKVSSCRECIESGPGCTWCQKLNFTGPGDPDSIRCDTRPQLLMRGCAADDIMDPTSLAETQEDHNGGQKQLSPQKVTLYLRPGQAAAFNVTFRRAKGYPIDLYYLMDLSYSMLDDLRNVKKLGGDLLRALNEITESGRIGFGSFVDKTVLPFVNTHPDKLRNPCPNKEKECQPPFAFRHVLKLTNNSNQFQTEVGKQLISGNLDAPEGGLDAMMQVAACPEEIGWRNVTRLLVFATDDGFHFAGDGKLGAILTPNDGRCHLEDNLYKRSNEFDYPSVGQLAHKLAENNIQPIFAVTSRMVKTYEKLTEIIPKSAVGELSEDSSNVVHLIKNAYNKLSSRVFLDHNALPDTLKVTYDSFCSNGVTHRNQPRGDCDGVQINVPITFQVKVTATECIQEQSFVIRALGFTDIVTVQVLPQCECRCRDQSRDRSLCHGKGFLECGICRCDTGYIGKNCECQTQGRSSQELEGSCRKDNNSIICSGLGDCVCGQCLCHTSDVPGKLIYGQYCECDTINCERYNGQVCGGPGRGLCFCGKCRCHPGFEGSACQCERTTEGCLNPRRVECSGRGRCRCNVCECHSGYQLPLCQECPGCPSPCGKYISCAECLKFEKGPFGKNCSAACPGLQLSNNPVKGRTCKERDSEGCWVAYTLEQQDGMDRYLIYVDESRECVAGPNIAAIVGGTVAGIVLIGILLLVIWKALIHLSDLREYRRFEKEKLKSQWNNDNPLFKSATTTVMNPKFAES
Calb biofilm kill: kills Candida albicans biofilms; 85,000 tested, 0.14% active; C. albicans biofilm + clotrimazole, Alamar Blue; inhibition, % at 6 µM; AID 834;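 active = inhibition above 20%; inactive = inhibition below 20%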;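 note: preformed 24 hr biofilms exposed to compound for 48 hr; 0% = biofilm without compound and 100% = blank killed by clotrimazole plus chlorhexidine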
Mac1 fbg inh: inhibitors of human CD11b/CD18 binding to fibrinogen | P05107+P11215 | K562 CD11b/CD18 adhesion to fibrinogen, ATPlite luminescence; Mn2+ added to activate the integrin | inhibition, % at 10 µM | 93,000 tested, 0.54% active;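 active = primary inhibition of 50% or more at 10 µM, then 40% or more on retest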; note: some results filed as inactive read as strong as hits
ERb coact inh: blocks coactivator binding to human estrogen receptor beta; 86,000 tested, 1.3% active; inhibition, % at 25.6 µM; TR-FRET ER-beta LBD / SRC1-Cy5 peptide binding; receptor agonist-loaded with 1 µM estradiol; Q92731;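 active = compounds whose percent inhibition of the receptor-coactivator binding signal exceeds about 50% in the single-dose screen, limit read from the data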;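 note: 0% = receptor plus peptide wells without compound and 100% = peptide-only wells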
sEH inh: inhibitors of human soluble epoxide hydrolase; inhibition, % at 2 µM; recombinant human sEH enzymatic activity assay; P34913; 91,000 tested, 0.34% active; in the data active = inhibition above about 80%; note: values of inactives mirror those of a sister screen read the other way; many of its hits are not listed in these tables
Smad3 inh: Smad3 (human) transcription factor binding inhibition; TR-FRET Smad3/Dy647-FoxH1 peptide binding, europium anti-His; inhibition, % at 25 µM; 88,000 tested, 0.29% active; AID 630;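 active = compounds that reduce the energy-transfer binding signal between the protein and its labelled peptide by more than half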;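 note: 0% = Smad3 plus labelled peptide maximal FRET and 100% = peptide-only background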
MT1-MMP txn act: MT1-MMP promoter transcription activation | HT1080 MT1-MMP promoter luciferase reporter, luminescence, overnight; active compounds read high | 86,000 tested, 0.16% active | AID 750 | activation factor at 10 µM;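 active = activation factor of at least 2 for MT1-MMP transcription at 10 µM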
ERa coact pot: ER-alpha (human) coactivator binding potentiation | P03372 | TR-FRET ERalpha-LBD/SRC-Cy5 coactivator binding, 2 h; 100 = basal binding, no effect | AID 639 | 86,000 tested, 1.3% active | coactivator binding (% of control), % at 25.6 µM; in the data active = activity above about 200%;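 note: binding measured in presence of low estradiol as agonist stimulus; 0% = peptide alone without receptor and 100% = receptor with peptide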
The depositor's hits bear a star; x = not tested or not shown; [ ] = another dose, or the depositor's remark. This is a subset; rates above refer to the full screens.

The opening 2 records (preview)
molecule | sEH act | Mac1 fbg enh | Calb biofilm kill | Mac1 fbg inh | ERb coact inh | sEH inh | Smad3 inh | MT1-MMP txn act | ERa coact pot
O=C(CSc1nc2ccccc2c(=O)n1Cc1ccco1)N1CCN(c2ccccc2)CC1 | 6 | 3 | 10 | 4 | -33 | -4 | 14 | 1.2 | 95
COCCn1c(Sc2ccc(C)cc2)nc2c1c(=O)[nH]c(=O)n2C | -1 | 1 | -2 | -18 | 5[fluorescence artefact?] | 1 | 3 | 1.2 | 99

The listing (from the top)
molecule | sEH act | Mac1 fbg enh | Calb biofilm kill | Mac1 fbg inh | ERb coact inh | sEH inh | Smad3 inh | MT1-MMP txn act | ERa coact pot
O=C(CSc1nc2ccccc2c(=O)n1Cc1ccco1)N1CCN(c2ccccc2)CC1 | 6 | 3 | 10 | 4 | -33 | -4 | 14 | 1.2 | 95
COCCn1c(Sc2ccc(C)cc2)nc2c1c(=O)[nH]c(=O)n2C | -1 | 1 | -2 | -18 | 5[fluorescence artefact?] | 1 | 3 | 1.2 | 99
CC(C)NC(C(=O)Nc1cc(Cl)cc(Cl)c1)c1ccccc1 (stereo unspecified) | -6 | -1 | x | 17 | x | 5 | x | x | x
CC1(C)CC2CC(C)(CN2C(=O)COC(=O)c2n[nH]c(=O)c3ccccc23)C1 (stereo unspecified) | x | 2 | x | -3 | -4 | x | 5 | 1.1 | 106
COC(=O)CSc1nc(-c2ccc(C)cc2)c2c(c1C#N)CCCC2 | 0 | 12 | 2 | -9 | 0 | 2 | 5 | 1.3 | 91
Cc1ccc(-c2csc(NC(=O)COC(=O)c3cccc(S(=O)(=O)N4CCOCC4)c3)n2)cc1 | -8 | -1 | 5 | 9 | -2 | 5 | 1 | 1.7 | 104
O=C1c2oc3ccccc3c(=O)c2C(c2cccs2)N1CCCN1CCOCC1 (stereo unspecified) | 0 | -5 | 3 | -6 | 14 | 0 | 12 | 1.1 | 115[fluorescence artefact?]
CCN(CC)CCOC(=O)C1(c2ccc(OC)c(OC)c2)CCCC1 | 5 | 0 | 4 | -3 | 2 | -4 | 0 | x | 119
COc1ccccc1N1CCN(CCNC(=O)Nc2cccc(C)c2C)CC1 | x | 0 | 3 | -2 | -14 | x | 1 | x | 93
CCOC(=O)N1CCN(C(=O)Nc2ccc(Cl)cc2Cl)CC1 | -10 | 0 | 6 | 11 | -2 | 9 | -1[fluorescence artefact?] | 1.2 | 116
CCC(C)NS(=O)(=O)c1ccc(S(=O)(=O)N(CC(=O)Nc2ccccc2)CC2CCCO2)cc1 (stereo unspecified) | 0 | -4 | 7 | 4 | 17 | 1 | 3 | 1 | 106
COc1ccc2nc(SCc3cnc(C)nc3N)[nH]c2c1 | 0 | 7 | 4 | -16 | -5 | 0 | -3 | 1.1 | 125
CC(=O)c1cccc(NC(=O)Cn2cc3c(n2)CCCC3)c1 | 4 | -4 | 16 | -13 | -1 | -3 | -11 | 1 | 104
CCN(CC)C(=O)c1cc2c(=O)n3ccccc3nc2s1 | 0 | -5 | 5 | 2 | 7 | -1 | 10 | 1.6 | 102
CC1(C)CC(=O)C(C(=S)Nc2ccccc2)=C(NCCN2CCOCC2)C1 | 4 | -1 | x | 0 | x | -5 | x | x | x
Cc1cc(=O)[nH]c(SCc2nnc(-c3ccccc3)o2)n1 | 0 | -4 | 5 | 1 | -3[fluorescence artefact?] | 1 | 4 | 1.2 | 114
Cc1cccn2c(=O)c3cc(C(=O)N4CCN(C(=O)c5ccco5)CC4)n(C)c3nc12 | -4 | x | 6 | x | -10 | 4 | 1 | 1.1 | 105
COc1ccc(Cc2c(O)nc(SC)n(C(C)=O)c2=O)cc1 | 20 | 1 | 0 | -11 | 27[fluorescence artefact?] | -21 | 5 | 1 | 76
CCOC(=O)C1CCN(c2c(NCCCN(CC)c3ccccc3)c(=O)c2=O)CC1 | -6 | 1 | 0 | -2 | -12 | 4 | -12 | 1.1 | 98
C=CCn1c(SCC(=O)NCCc2ccccc2)nnc1C(C)NC(=O)c1cccs1 (stereo unspecified) | -5 | x | 4 | x | -6 | 2 | -1 | 1.2 | 117
Cc1nc(C)c(C(=O)Nc2ccc(C)c(F)c2)o1 | -7 | x | 8 | x | 33 | 10 | 6 | 1.4 | 85[fluorescence artefact?]
CC(C)c1ccc(-c2cc(C(=O)N3N=C(C(F)F)CC3(O)C(F)F)c3ccccc3n2)cc1 (stereo unspecified) | -3 | -4 | x | 78* | x | 5 | x | x | x
C=CCN1C(=O)/C(=C2/C(=O)N(CC(=O)O)c3ccccc32)S/C1=N/c1nccs1 | 1 | 10 | x | 2 | x | 2 | x | x | x
COc1ccc2cc(C(c3nnnn3C3CCCC3)N3CCc4ccccc4C3)c(=O)[nH]c2c1 (stereo unspecified) | 0 | -3 | 2 | 4 | 1 | 2 | -1 | 1.2 | 48
COc1ccc(CCNS(=O)(=O)c2ccc(Cl)s2)cc1OC | 6 | x | 7 | x | -9 | -2 | -5 | 1 | 102

(list continues)
molecule | sEH act | Mac1 fbg enh | Calb biofilm kill | Mac1 fbg inh | ERb coact inh | sEH inh | Smad3 inh | MT1-MMP txn act | ERa coact pot
CC(=O)Nc1ccc(S(=O)(=O)N2CCN(C34CC5CC(CC(C5)C3)C4)CC2)cc1 | -18 | -4 | 8 | -2 | 2[fluorescence artefact?] | 18 | 10 | 1.2 | 113
Cn1cnnc1SCc1ccccc1Br | 10 | -1 | 3 | -13 | 9 | -9 | 12 | x | 119
COc1cc(OC)cc(C(=O)Nc2ncc3c(n2)CC(C)CC3=O)c1 (stereo unspecified) | -1 | 2 | 0 | -9 | -13 | 0 | 11 | 1.1 | 113
Clc1cccc(-c2ccc(/C=N/n3cnnc3)o2)c1Cl | 1 | x | 2 | x | 31 | 5 | 0 | 1.1 | 118[fluorescence artefact?]
O=C(COC(=O)COc1ccccc1[N+](=O)[O-])Nc1ccc(S(=O)(=O)N2CCCCC2)cc1 | -32 | -2 | x | 50* | x | 31 | x | x | x
Cc1ccc(NC(=O)c2ccc3c(c2)N(CC(=O)N2CCCCC2)C(=O)C(C)(C)O3)cc1 | -16 | 4 | 1 | -27 | -7[fluorescence artefact?] | 18 | -4 | 1 | 89
O=c1[nH]c2ccc(S(=O)(=O)Nc3ccc(-c4nnc5n4CCCCC5)cc3)cc2o1 | 14 | -1 | -3 | -15 | 5 | -16 | -18 | 1 | 101
Cc1cc(Nc2ccc(F)cc2Cl)n2ncnc2n1 | x | -3 | -3 | 10 | -9 | x | -1 | 1.1 | 115
O=C(Nc1ccc2c(c1)OCO2)c1ccc(Br)o1 | -12 | 4 | 0 | -5 | -1 | 14 | 13 | 1.5 | 90
Cc1ccc(C)c(S(=O)(=O)N2C(=S)NC(=O)C2C(C)C)c1 (stereo unspecified) | 8 | 0 | x | 6 | x | -6 | x | x | x
O=C(NCc1ccccc1)c1ccc(S(=O)(=O)C(F)F)cc1 | 18 | 0 | x | 9 | x | -16 | x | x | x
O=C1NCCCc2c1oc1ccc(O)cc21 | x | 0 | 2 | 4 | 8[fluorescence artefact?] | x | -1 | 1.2 | 101
O=C(COc1ccc(/C=N/NS(=O)(=O)c2ccccc2)cc1)NCCc1ccccc1 | -68 | -2 | x | -5 | x | 68 | x | x | x
CCC(=O)N(Cc1cc2ccc(C)cc2n2nnnc12)C1CCCCC1 | 0 | x | 3 | x | -12 | 2 | 0 | 1.1 | 98
COCCCNC(=O)Cn1nnc(-c2ccc(NC(=O)c3ccccc3F)cc2)n1 | 0 | x | 3 | x | -10 | 3 | 4 | 1.5 | 101
O=C(NCc1cccs1)c1ccc(CS(=O)(=O)c2ccc(Cl)cc2)o1 | 13 | -6 | 3 | -11 | -15 | -14 | 3 | 1 | 111
COc1cc2c(cc1OC)-c1cc(NC3CC3)nc(=O)n1CC2 | x | -2 | 4 | 0 | -11 | x | 8 | 0.9 | 104
COc1ccc(S(=O)(=O)N(C)CC(=O)Nc2c(F)cccc2F)cc1 | 1 | 4 | 7 | 7 | 4 | -3 | 19 | 1.2 | 119
O=c1c2cc(N3CCOCC3)ccc2[nH]c(=S)n1CC1CCCO1 (stereo unspecified) | x | 4 | 3 | -28 | 0 | x | 17 | 1.4 | 103[fluorescence artefact?]
CCS(=O)(=O)NCc1csc(C)n1 | x | -2 | 0 | -9 | -23 | x | -1 | 1.1 | 100
Cc1ccc(C2CC(c3ccccc3)=NN2C(=O)CSc2nnc(-c3ccc(Cl)cc3)o2)o1 (stereo unspecified) | -4 | 10 | x | 0 | x | 6 | x | x | x
CC(C(=O)OCC(=O)Nc1ccc2c(c1)OCO2)N1C(=O)c2ccccc2C1=O (stereo unspecified) | -18 | -2 | 9 | 2 | 24 | 20 | 4 | 1.1 | 91
CC(=O)Nc1nonc1NC(=O)c1ccc(C(C)(C)C)cc1 | -15 | 3 | 15 | -7 | 0 | 15 | 3 | 1.5 | 103
C/C(=C\C(=O)O)CC(=O)O | -7 | -3 | 12 | 6 | -2 | 6 | -4 | 1 | 103
CCOc1ccc(-c2nnc3sc(COc4ccccc4)nn23)cc1 | x | -4 | 2 | -22 | -5[fluorescence artefact?] | x | 1 | 1.2 | 122[fluorescence artefact?]

(further entries)
molecule | sEH act | Mac1 fbg enh | Calb biofilm kill | Mac1 fbg inh | ERb coact inh | sEH inh | Smad3 inh | MT1-MMP txn act | ERa coact pot
COc1ccc(-n2nnnc2SCC(=O)Nc2nnc(C)s2)cc1OC | -6 | 2 | 4 | 4 | 10 | 7 | -3 | 1 | 104
Cc1ccc(-c2ccc(CCC(=O)O)o2)cc1 | 5 | x | 7 | x | -14 | -6 | 7 | 1 | 91
CCCSc1nsc(SCCC)c1C#N | 10 | -1 | 0 | -10 | 6 | -13 | 3[fluorescence artefact?] | 1 | 99
CCC(C)(c1ccc(C=O)s1)c1ccc(C=O)s1 | -5 | -1 | 5 | 2 | -3 | 3 | 21 | 1 | 94
CC1CCCCC1NC(=O)Cn1nc(-c2ccccc2)ccc1=O (stereo unspecified) | x | x | 11 | x | 6[fluorescence artefact?] | x | 2 | 1.1 | 114
Cc1cc2ncn(-c3nnnn3-c3ccccc3)c2cc1C | 1 | 1 | 7 | -8 | -6 | -2 | 9 | 1 | 129
C=CCc1c(C)nc(SC)nc1Nc1ccc(C)cc1 | -3 | -5 | -3 | 6 | -4 | 3 | 4 | 1 | 90
Cc1ccc(-c2sc(C)nc2CC(=O)O)cc1 | 6 | 5 | -5 | 19 | 0[fluorescence artefact?] | -7 | -3 | 1.1 | 95
COc1cccc(NC(=O)c2ccc(S(=O)(=O)N3CCCCC3)cc2)c1 | x | 1 | 4 | 1 | -4 | x | -4 | 1.1 | 120
CCOC(=O)c1cc(NC(=O)CSc2nnc(CN3CCOCC3)n2C)ccc1Cl | 3 | x | 3 | x | -3 | -7 | 5 | 1.2 | 111
O=C(O)c1ccccc1C(=O)OCCCCOC(=O)c1ccccc1C(=O)O | x | 1 | 6 | -16 | -10 | x | 0 | 1.2 | 124
Cc1ccc(O)c(NC(=O)c2cc3nc4c(c(C(F)(F)F)n3n2)CCc2ccccc2-4)c1 | 7 | -7 | x | 13 | x | -3 | x | x | x
Cc1cc2nc(CCN3CCOCC3)n(S(=O)(=O)c3ccc(C(C)(C)C)cc3)c2cc1C | 11 | x | 7 | x | 10[fluorescence artefact?] | -12 | 11 | 1.4 | 100
Cc1cccc(-n2c(N)cc(=O)[nH]c2=S)c1C | 0 | -5 | 6 | -7 | -9 | 1 | -4 | 1.2 | 113
O=C1COc2ccc(C(=O)COC(=O)Cn3cnc4ccccc43)cc2N1 | x | -3 | 2 | 1 | 7 | x | -4 | 1.2 | 110
O=C(COc1ccc(-c2nnco2)cc1)NC1CCCc2ccccc21 (stereo unspecified) | x | -3 | 3 | -2 | 1 | x | 13 | 1.3 | 95[fluorescence artefact?]
